Screening data as filed in PubChem.
AmpC det inh: AmpC beta-lactamase inhibition, detergent assay; P00811; purified AmpC, nitrocefin hydrolysis with detergent; 71,000 compounds, 0.09% hits; Potency, µM (top dose mostly 28.7 µM), for the others: at the highest dose activity change, negative = inhibition; active = well fitted curve in the direction sought with a large enough effect
Target sequence (P00811 whole entry, looked up): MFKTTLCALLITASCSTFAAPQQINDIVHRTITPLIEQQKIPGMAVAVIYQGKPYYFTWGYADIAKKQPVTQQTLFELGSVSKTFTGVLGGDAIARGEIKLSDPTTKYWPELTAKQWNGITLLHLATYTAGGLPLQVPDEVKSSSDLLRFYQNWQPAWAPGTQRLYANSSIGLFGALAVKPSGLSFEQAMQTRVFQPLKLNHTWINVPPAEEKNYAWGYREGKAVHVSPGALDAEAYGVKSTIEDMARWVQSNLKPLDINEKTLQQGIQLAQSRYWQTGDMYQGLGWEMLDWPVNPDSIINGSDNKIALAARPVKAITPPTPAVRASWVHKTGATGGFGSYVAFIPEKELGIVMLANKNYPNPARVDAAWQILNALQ
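E. coli AmpC (5.3 nM) in 20 mM phosphate pH 7.0 with 0.01% Triton X-100, preincubated 15 min RT with compound; nitrocefin (2 uL of 800 uM stock) hydrolysis followed by 480 nm absorbance every 20 s over 4 min.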
Numbers without * were called inactive; & = joins results of further samples; [ ] = remark or other dose. % is set by controls: 0 for no effect and ±100 for the full control effect; potency is the fitted concentration of half-maximal effect.

| SMILES | AmpC det inh |
| --- | --- |
| CC(C)(C)C1CCc2[nH]nc(C(=O)O)c2C1 (configuration not stated) | -5% |
| COc1ncc2nc(CCc3ccccc3)c(=O)n(Cc3ccc(F)cc3)c2n1 | 1% |
| CCC(=NCCN1CCOCC1)c1c(O)n(-c2ccccc2C)c(=O)[nH]c1=O | -3% |
| O=C(CC1SC2=NCCN2C1=O)Nc1ccc(Br)cc1 (configuration not stated) | -2% |
| CCN1CCN(Cc2nc3c(c(=O)n(C)c(=O)n3C)n2CC(=O)c2ccccc2)CC1 | 5% |
| COc1ccccc1-c1nccc(NCc2ccccc2)n1 | 10% |
| COCCNC(=O)CSc1nc2ccccc2c(=O)n1CCCC(=O)NCc1ccccc1 | 0% |
| CSc1nnc(C2CCCN2)n1C (configuration not stated) | 14% |
| Cc1occc1-c1nnc(SCC(=O)NC(=O)NC(C)C)n1N | -4% |
| COc1cc(OC)cc(C(=O)NC2CCSC2=O)c1 (configuration not stated) | 1% |
| CCc1c(C)nc(/N=C(/NC(=O)c2ccccc2)Nc2ccccc2OC)[nH]c1=O | -2% |
| CCC(C)(C)n1nnnc1C(c1cc2cccc(C)c2[nH]c1=O)N1CCN(C(=O)c2ccco2)CC1 (configuration not stated) | 8% |
| Cn1c(C(=O)NCc2ccccn2)cc2c(=O)n(C)c3ccccc3c21 | 11% |
| COc1ccc(S(=O)(=O)N2CCN(Cc3ccc4c(c3)OCO4)CC2)c2ccccc12 | 11% |
| COc1ccc(OC)c(C2=NOC(C(=O)Nc3cccnc3)C2)c1 (configuration not stated) | 3% |
| CCOC(=O)c1ccccc1NC1c2ccccc2C(=O)N1C1CCN(C(=O)OCC)CC1 (configuration not stated) | 7% |
| COC(=O)c1c(C#N)c(N)nc2c1CCC2 | 1% |
| CCOC(=O)C1=C(O)C(=O)N(c2ccc(S(N)(=O)=O)cc2)C1c1ccc(OC)cc1OC (configuration not stated) | -1% |
| O=C(O)CCc1ccc(-c2cccs2)n1NC(=O)c1ccco1 | -6% |
| CC(=O)Nc1ccc(S(=O)(=O)NCc2ccc(C(=O)NCCN3CCCCCC3)cc2)cc1 | 0% |
| COc1ccc(-c2nc3cnc(Nc4ccccc4)nc3n(C[C@H]3CCCO3)c2=O)cc1 | 0% |
| CCN(CC)S(=O)(=O)c1ccc(F)c(C(=O)NCCCN2CCOCC2)c1 | 0% |
| COc1ccc2[nH]cc(CCNc3cc(-c4ccccc4Cl)ncn3)c2c1 | 15% |
| O=C(c1ccccc1)c1coc2ccc(O)c(Cl)c12 | -3% |
| CC(C)(C)n1nnnc1C(c1ccccc1F)N(Cc1ccco1)CC1CCCO1 (configuration not stated) | 3% |
| CC12CCC(C(=O)N3CCN(c4ncccn4)CC3)(c3nc4ccccc4nc31)C2(C)C (configuration not stated) | -1% |
| O=S1(=O)CCN2C(=N1)SC1=C2CCN(Cc2ccccc2)C1 | -3% |
| Cc1ccccc1-c1nc(Nc2ccncc2)c2ccccc2n1 | 6% |
| C=CCc1cccc2cc(NC(C)=O)c(=O)oc12 | 5% |
| CC(C)c1nc2cc3ccccc3cc2[nH]1 | 10% |

Going on with the list.
| SMILES | AmpC det inh |
| --- | --- |
| CN1[C@@H]2CCC[C@H]1CC(=O)C2 | 1%[12.8 µM] |
| COc1ccc(N(C(=O)COc2ccccc2)C2C=CS(=O)(=O)C2)c(OC)c1 (configuration not stated) | -1% |
| N#CCCN(C1CCCCC1)S(=O)(=O)CCOc1ccccc1 | -8% |
| COc1ccc(NC(=O)C2CCCN(S(=O)(=O)c3cccc4cccnc34)C2)cc1OC (configuration not stated) | 11% |
| COc1cc(Br)cc(CN2CCN(C)CC2)c1O | 8% |
| CCOC(=O)c1c(NC(C)=O)sc2c1CCCNC2=O | -1% |
| O=S(=O)(CC(CN1CCCC1)N1CCCC1)c1ccc2ccccc2c1 (configuration not stated) | 1% |
| C[C@H](NC(=O)C1(c2ccccc2)CCN(C(=O)[C@H]2CSCN2C(=O)OC(C)(C)C)CC1)C(=O)O | -3% |
| COC(=O)CSc1nc2ccccc2n1CC(=O)N(C(C)C)C(C)C | 0% |
| C=CCN(C(=O)CNC(=O)c1ccco1)C(C(=O)NC1CCCCC1)c1ccc(OC)cc1OC (configuration not stated) | -2% |
| FC(F)(F)c1ccccc1-c1cc(NCc2cccnc2)ncn1 | 9% |
| C1CCOC1 | 8% |
| CC1(C(=O)Nc2nccs2)Cc2ccccc2C(=O)O1 (configuration not stated) | -3% |
| CCOC(=O)C1=C(C)OC(N)=C(C#N)C1c1c(C)nn(-c2ccc(C)cc2)c1Cl (configuration not stated) | -8% |
| O=c1ccn([C@H]2O[C@H](CO)[C@@H](O)[C@@H]2O)c(=O)[nH]1 | 0% |
| C=CCn1c(=N)c(C(=O)NCCCOC)cc2c(=O)n3ccccc3nc21 | -1% |
| COc1ccc(N2C(=O)C(Cl)=C(N3CCN(Cc4ccccc4)CC3)C2=O)cc1 | -2% |
| CCOC(=O)/C=C1\SCC(=O)N1CCOc1cccc(Br)c1 | 0% |
| Cn1cc(C(=O)NC2CCCCCCC2)c(=O)c2cc(S(=O)(=O)N3CCCC3)ccc21 | 8% |
| Cc1c(C(=O)c2ccc3ccccc3c2)c2cccc3c2n1[C@H](CN1CCOCC1)CO3 | -6% |
| CCCN1C2CCCC1CC(NC(=O)Nc1cccc(C(C)=O)c1)C2 (configuration not stated) | 12% |
| COCCNC(=O)Cc1ccc(Br)cc1 | 2% |
| CCCCOc1ccc(-c2nnn(CC(=O)NCc3ccco3)n2)cc1 | 0% |
| CSCC[C@H](NC(=O)OC(C)(C)C)c1nnc(SCC(N)=O)o1 | -1% |
| O=C(CSc1nnnn1C1CCCC1)N1CCCc2ccccc21 | -1% |
| O=C(O)COc1ccc(Cl)cc1Cl | 5%&8% |
| O=C(Nc1ccc2c(c1)OCO2)c1cc2ncc(Br)cn2n1 | 25% |
| COC(=O)C1=C(C)Nc2nc(-c3ccccc3)nn2C1c1ccc(C)o1 (configuration not stated) | 5% |
| O=C(NCc1ccco1)C(NS(=O)(=O)c1cccc2nsnc12)c1ccccc1 (configuration not stated) | -2% |
| Cc1cccc(NC(=O)CSc2nnc(CSc3nc(C)cc(C)n3)o2)c1 | -3% |

Next section.
| SMILES | AmpC det inh |
| --- | --- |
| O=C(NCc1cccnc1)c1cc(-c2ccco2)on1 | -3% |
| Cc1cc(NC(=O)c2cc3nc4c(c(C(F)(F)F)n3n2)CCc2ccccc2-4)no1 | -3% |
| Cc1ccc(C(=O)N(CN2CCCC2=O)c2ccc(F)cc2)cc1C | -5% |
| COc1ccccc1-c1noc(CCC(=O)Nc2cccc(C(F)(F)F)c2)n1 | -3% |
| Cc1csc(NC(=O)CNS(=O)(=O)c2cccs2)n1 | -4% |
| Cc1ccc(C)c2[nH]c(=O)c(CCNC(=O)c3ccc4c(c3)OCO4)cc12 | -3% |
| COCCCNC(=O)c1ccc(CS(=O)(=O)c2ccc(OC)cc2)o1 | 12% |
| CCC(=O)N1CCc2cc(Br)cc(S(=O)(=O)CCC(=O)NCc3ccco3)c21 | -2% |
| COC(=O)Nc1ccc(Oc2ccccc2)cc1 | -7% |
| C=CCc1ccc(O)c(OC)c1 | 10% |
| Cc1cn(CC[C@H](N)C(=O)O)c(=O)[nH]c1=O | 0%[5.75 µM] |
| COc1ccc(C2CC(c3ccc(F)cc3)Nc3nc(N)nn32)cc1OC (configuration not stated) | 11% |
| Cc1nn2c3c(cnc2c1-c1ccccc1)C(=O)CC(c1ccco1)C3 (configuration not stated) | 16% |
| COC(=O)[C@@]1(Cc2ccc(F)cc2)[C@H]2c3cc(C(=O)N4CCCC4)n(Cc4c(CO)[nH]cc(C)c4=O)c3C[C@H]2CN1C(=O)c1ccccc1 | -2% |
| O=C(Nc1cnn(C23CC4CC(CC(C4)C2)C3)c1)c1cnn2cccnc12 | -1% |
| Cc1ccc(C)c(NC(=O)CSc2nnc(-c3ccccc3C)o2)c1 | -2% |
| CCOc1ccc(S(=O)(=O)N2CCN(C)CC2)c(C)c1C | -1% |
| O=C(Nn1cnc2ccccc2c1=O)c1ccccc1Cl | 1% |
| O=C(C1CC1)N(CCc1ccccc1)Cc1nc2ccccc2c(=O)[nH]1 | 7% |
| N#Cc1cccc(-c2nccc(NCc3cccs3)n2)c1 | 10% |
| CCC1C2CN(C(C)=O)CC=C2C(C#N)=C(N)C1(C#N)C#N (configuration not stated) | 2% |
| CCOC(=O)CSc1nc2nc(C)cc(C)n2n1 | 9% |
| Cc1ccc(NC(=O)c2ccco2)c(NC(=O)CN2C(=O)c3ccccc3C2=O)c1 | -9% |
| COCC(=O)N1CCC2(CCCN(Cc3ccncc3)C2)CC1 | -1% |
| CCCCCC(=O)Nc1ccccc1N1CCN(c2ccccc2)CC1 | 9% |
| Fc1cccc(-c2cc3nc4c(c(N5CCN(c6cnccn6)CC5)n3n2)CCCC4)c1 | -4% |
| CCCC(C(=O)NCc1ccco1)N(C(=O)CNS(=O)(=O)c1ccccc1)C1CCCC1 (configuration not stated) | -2% |
| CCN(CC)c1ccc(C2C(C(=O)OCCOC(C)C)=C(C)NC3=C2C(=O)CCC3)cc1 (configuration not stated) | 5% |
| CS(=O)(=O)NCc1nnc(SCC(=O)NC2CCCCC2)n1-c1ccc(F)cc1 | 2% |
| C[C@@H](C(=O)NCCF)[C@H]1C[C@]1(C)[C@H](NC(=O)OCc1ccccc1)c1ccccc1 | -3% |

Other entries
| SMILES | AmpC det inh |
| --- | --- |
| O=C1c2cccnc2C(=O)N1CO | -4% |
| c1ccc(CCNc2ncnc3c2cnn3-c2ccccc2)cc1 | 0% |
| COc1cc2nc(-c3cccs3)oc(=O)c2cc1OC | -2% |
| O=C(O)c1ccc(NS(=O)(=O)c2ccc(Cl)cc2)cc1 | -4% |
| CCN1CCCC1CNC1=NCCCCC1 (configuration not stated) | -2% |
| c1cncc(-c2nn3c(-c4ccncc4)nnc3s2)c1 | -5% |
| CCN(Cc1ccccc1)C(=O)Cn1cc2c(n1)CCCC2 | 5% |
| Cc1ccc(SCCC(=O)NCc2ccco2)cc1 | -4% |
| COc1ccc(-c2nc(CS(=O)CC(=O)NCc3cccnc3)c(C)o2)cc1 (configuration not stated) | 9% |
| CCN(CC)CCCN1C(=O)c2oc3ccccc3c(=O)c2C1c1cc(OC)ccc1OC (configuration not stated) | -2% |
| O=C(O)CSCCCC(=O)Nc1ccc(Br)cc1 | 0% |
| CCOC(=O)CN(Cc1ccccc1)S(=O)(=O)c1ccc(NC(C)=O)cc1 | -1% |
| O=C(NCCCN1CCCCCC1)c1ccc(N2CCCC2=O)cc1 | 1% |
| CC(=O)c1cccc(NC(=O)C2CCCN(S(=O)(=O)c3cccc4cccnc34)C2)c1 (configuration not stated) | 11% |
| CCCSc1ncnc2c1oc1ccccc12 | 0% |
| CCn1c(=O)n(CC(=O)Nc2cc(OC)ccc2OC)c(=O)c2ccccc21 | -3% |
| COc1ncc2nc(-c3ccccc3)c(=O)n(-c3ccccc3)c2n1 | -6% |
| COc1cccc(C(C(=O)NC2CCCC2)N(C(=O)c2ccco2)C2CC2)c1OC (configuration not stated) | 6% |
| Cc1cc(C)nc(N2CCC(C(=O)Nc3cccc(C(F)(F)F)c3)CC2)n1 | -6% |
| COc1ccc(NC(C)=O)cc1NC(=O)CN1CCN(CC(=O)Nc2ccccc2Cl)CC1 | -4% |
| COc1ccc(N2CCN(C(=O)c3ccc(NS(=O)(=O)c4ccc(F)c(F)c4)cc3)CC2)cc1 | -1% |
| CC(C)CN(CCCNC(=O)CC1Oc2ccccc2NC1=O)CC(C)C (configuration not stated) | -7% |
| Cc1ccc(N(C)C(=O)N2CCN(S(=O)(=O)c3ccc(C)cc3)CC2)cc1 | 14% |
| NC(=O)c1cccn1Cc1ccccc1Cl | -2% |
| O=C(NC12CC3CC(CC(C3)C1)C2)N1CC2Cc3cccc(=O)n3C(C2)C1 (configuration not stated) | 4% |
| Cn1nnc2c(N3CCCCC3)nccc21 | -4% |
| Cc1nc2ccc(NC(=O)Cn3cnc4c3c(=O)n(C)c(=O)n4C)cc2s1 | -2% |
| CC(C)NC(=O)c1c(O)c2ccccc2[nH]c1=O | 7% |
| CSC(=NS(=O)(=O)c1ccc(C)cc1)SC | 3% |
| Cn1c(SCC(=O)NC2CCCCCC2)nnc1-c1cccs1 | -2% |

Following part:
| SMILES | AmpC det inh |
| --- | --- |
| Nc1nc(-c2ccccc2)nn1C(=O)Cc1ccccc1 | -4% |
| O=C(O)c1ncc(-c2ccccc2)cn1 | -1% |
| O=S(=O)(NC1CCCCCC1)c1cccc2cccnc12 | 1% |
| CC(=O)c1cc2cc(O)ccc2o1 | -5% |
| COc1ccc2c(c1)c(C(=O)CN1CCN(C)CC1)c(C)n2Cc1ccccc1 | 0% |
| O=C(Cc1c(C(=O)O)[nH]c2ccccc12)NCCN1CCN(c2cccc(Cl)c2)CC1 | -4% |
| O=C(O)c1cccc(N2CCCC2)c1 | -4% |
| CCOc1ccc(S(=O)(=O)N(CC(=O)O)c2ccc(C)cc2)cc1 | -2% |
| CC(C)c1ccc(-c2nnn(CCC(=O)O)n2)cc1 | 18% |
| COc1ccc(-n2c(CNC(=O)c3ccc(S(=O)(=O)N4CCCC4)cc3)n[nH]c2=S)cc1 | 3% |
| COc1ccc(-n2c(=O)c(C)nc3cnc(Nc4ccccc4)nc32)cc1 | 0% |
| Cc1c(C(=O)NC2CCCCC2)oc2c1C(=O)CC(C)(C)C2 | -5% |
| CC1(C)OC(C(N)=O)C(C(N)=O)O1 (configuration not stated) | -3% |

Of the compounds above, 4 contain a CF3 group:
| SMILES | AmpC det inh |
| --- | --- |
| FC(F)(F)c1ccccc1-c1cc(NCc2cccnc2)ncn1 | 9% |
| Cc1cc(NC(=O)c2cc3nc4c(c(C(F)(F)F)n3n2)CCc2ccccc2-4)no1 | -3% |
| COc1ccccc1-c1noc(CCC(=O)Nc2cccc(C(F)(F)F)c2)n1 | -3% |
| Cc1cc(C)nc(N2CCC(C(=O)Nc3cccc(C(F)(F)F)c3)CC2)n1 | -6% |

Some of the compounds tested. The share of hits here may be higher or lower than overall.
